# GASC1 inh = inhibitors of GASC-1 (KDM4C) histone demethylase, primary screen, biochemical, single concentration HTS; inhibition, % at 12.5 µM; AID 720574, 2013; actives 0.15% (n = 96,000); Lysine-specific demethylase 4C (Homo sapiens), Q9H3R0; GST-KDM4C 2-372, H3K9me3 peptide, LANCE TR-FRET;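 active means mean replicate inhibition above about 25%, with at least 55% of replicates also reaching it, limit read from the data, passing the limit was not always enough; inconclusive means only one of those two conditions met; inactive means neither condition met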
# Target sequence (Q9H3R0 2-372 limits assumed): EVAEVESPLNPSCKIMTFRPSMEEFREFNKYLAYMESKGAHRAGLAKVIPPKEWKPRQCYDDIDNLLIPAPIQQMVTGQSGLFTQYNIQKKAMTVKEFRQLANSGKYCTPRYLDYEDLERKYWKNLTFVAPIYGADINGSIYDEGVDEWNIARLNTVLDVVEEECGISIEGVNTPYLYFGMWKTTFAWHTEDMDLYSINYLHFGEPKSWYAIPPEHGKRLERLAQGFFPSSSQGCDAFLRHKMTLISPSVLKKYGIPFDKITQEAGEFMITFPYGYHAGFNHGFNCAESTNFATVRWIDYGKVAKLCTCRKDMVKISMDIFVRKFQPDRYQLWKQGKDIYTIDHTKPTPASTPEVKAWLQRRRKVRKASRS
#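 Assay system: GST-GASC-1 enzyme fragment 2-372 | Amount: 10 nM enzyme | Medium: HEPES buffer, pH 7.5, plus ascorbate | Reagent: H3K9me3 peptide substrate, Fe(II), 2-oxoglutarate | Doses: Single-point compound screen | Incubation: 30 min demethylation and 1 h detection at room temperature | Measured by: LANCE TR-FRET, excitation 340 nm, emissions 618 and 671 nm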
# Pf Dd2 growth = P. falciparum Dd2 growth inhibitors, primary screen, SYBR Green fluorescence, single dose replicates; 72 h; active compounds read low; activity change, % at 10 µM; actives 2.3% (n = 94,000); AID 1159554, 2015; in the data active means activity change below about -80%; inconclusive means no clear call, values can overlap the other calls
# T cruzi growth = T. cruzi intracellular proliferation inhibitors, primary screen, cell-based, beta-gal Tulahuen parasites, NIH3T3 host, luminescence; T. cruzi beta-gal in NIH3T3, GalScreen luminescence, 90 h; inhibition, % at 8.34 µM; actives 5.9% (n = 77,000); AID 624255, 2012;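 active means mean inhibition above about 93%, with at least 55% of replicates each passing it, limit read from the data, passing the limit was not always enough; inconclusive means only one of those two conditions holds; inactive means neither condition holds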
# C diff HTS = C. difficile growth inhibitors, primary screen, HTS; actives 0.25% (n = 86,000); growth activity, negative = inhibition, % at 16 µg/mL (by protocol); AID 1259249, 2017; Clostridium difficile clinical isolate growth, OD600, 24 h; active compounds read low;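 active means mean growth activity at or below -80% and every replicate also at or below -80%; inconclusive means mean at or below -80% but some replicate above -80%; inactive means mean growth activity above -80%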;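 further: 0% = DMSO wells and -100% = levofloxacin 16 µg/mL wells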
# * hit, by the source's call; ? = inconclusive; · = no result given; & = joins results of further samples; ! = not confirmed by another sample.
# Abbreviations – A = GASC1 inh; B = Pf Dd2 growth; C = T cruzi growth; D = C diff HTS
CCCC(=O)Nc1ccc2c(c1)C(=O)N(C)C[C@@H](OC)[C@@H](C)CN(C(=O)CN(C)C)[C@@H](C)CO2
  A = 0.5; B = 38.5; C = -57.2; D = ·

C[C@@H]1CN([C@@H](C)CO)C(=O)c2cc(C#CC(C)(C)O)cnc2O[C@@H]1CN(C)Cc1cccc(F)c1
  A = -1.6; B = 28.3; C = ·; D = 0.6

CN(C)CCCNC(=O)C[C@@H]1C=C[C@H](NS(=O)(=O)c2ccccc2)[C@H](CO)O1
  A = 0.6; B = -0.3; C = -46.8; D = ·

CO[C@@H]1CN(C)C(=O)c2cc(NS(=O)(=O)CC(F)(F)F)ccc2OC[C@H](C)N(C(=O)c2ccc3c(c2)OCO3)C[C@H]1C
  A = -0.1; B = 34.3; C = ·; D = ·

CCCC(=O)Nc1ccc2c(c1)OC[C@@H](C)N(Cc1ccccc1F)C[C@H](C)[C@@H](OC)CN(C)C2=O
  A = 2.2; B = -31.0; C = 90.5; D = ·

C[C@@H]1CN([C@H](C)CO)C(=O)c2cc(NC(=O)Nc3ccc(F)cc3)ccc2O[C@H]1CN(C)S(=O)(=O)c1ccccc1
  A = 1.4; B = 9.6; C = 49.6; D = -11.2

O=C(NCC[C@H]1CC[C@H](NS(=O)(=O)c2ccccc2)[C@@H](CO)O1)c1ccc2c(c1)OCO2
  A = 1.5; B = 0.7; C = 50.4; D = -1.0

COc1ccc2c3c(n(C)c2c1)[C@H](CO)N(C(=O)C1CCCC1)CC31CN(C(=O)CC2CC2)C1
  A = 0.1; B = -85.1*; C = ·; D = 2.7

C[C@H]1CN([C@@H](C)CO)C(=O)c2cc(NC(=O)Nc3ccccc3)ccc2O[C@@H]1CN(C)C(=O)Nc1ccc2c(c1)OCO2
  A = 2.4; B = 13.7; C = -5.4; D = 13.1

COc1ccc(NC(=O)N(C)C[C@H]2OCc3ccccc3-c3ccccc3C(=O)N([C@H](C)CO)C[C@@H]2C)cc1
  A = 1.6; B = 33.6; C = 16.7; D = ·

# A second format for 2 compounds above.
canonical_smiles	GASC1 inh	Pf Dd2 growth	T cruzi growth	C diff HTS
C[C@@H]1CN([C@@H](C)CO)C(=O)c2cc(C#CC(C)(C)O)cnc2O[C@@H]1CN(C)Cc1cccc(F)c1	-1.6	28.3	·	0.6
COc1ccc2c3c(n(C)c2c1)[C@H](CO)N(C(=O)C1CCCC1)CC31CN(C(=O)CC2CC2)C1	0.1	-85.1*	·	2.7

# Four compounds already listed, sorted by the value under GASC1 inh, smallest number first:
Compound | GASC1 inh
COc1ccc2c3c(n(C)c2c1)[C@H](CO)N(C(=O)C1CCCC1)CC31CN(C(=O)CC2CC2)C1 | 0.1
CN(C)CCCNC(=O)C[C@@H]1C=C[C@H](NS(=O)(=O)c2ccccc2)[C@H](CO)O1 | 0.6
C[C@@H]1CN([C@H](C)CO)C(=O)c2cc(NC(=O)Nc3ccc(F)cc3)ccc2O[C@H]1CN(C)S(=O)(=O)c1ccccc1 | 1.4
C[C@H]1CN([C@@H](C)CO)C(=O)c2cc(NC(=O)Nc3ccccc3)ccc2O[C@@H]1CN(C)C(=O)Nc1ccc2c(c1)OCO2 | 2.4

# Next structures.
# Abbreviations – A = GASC1 inh; B = Pf Dd2 growth; C = T cruzi growth; D = C diff HTS
O=C(C1CCOCC1)N1C[C@H]2[C@@H](c3ccccc31)[C@H](CO)N2Cc1ccccc1Cl
  A = -2.8; B = -2.5; C = 11.7; D = 2.6

O=C(C[C@@H]1C[C@H]2c3cc(NC(=O)c4ccc5c(c4)OCO5)ccc3O[C@H]2[C@H](CO)O1)NCc1ccccn1
  A = 0.5; B = 6.5; C = 13.9; D = -6.0

Cc1ccc(S(=O)(=O)Nc2ccc3c(c2)C(=O)N([C@@H](C)CO)C[C@H](C)[C@@H](CN(C)S(=O)(=O)c2ccc(F)cc2)O3)cc1
  A = -0.7; B = -33.8; C = -11.5; D = -7.2

COCC(=O)N1CC2(C1)CN(C(=O)c1ccccn1)[C@@H](CO)c1c2c2ccc(OC)cc2n1C
  A = -0.1; B = 29.2; C = ·; D = -3.1

COc1ccc(NC(=O)Nc2ccc3c(c2)C(=O)N([C@H](C)CO)C[C@H](C)[C@H](CN(C)S(=O)(=O)c2cccs2)O3)cc1
  A = -1.7; B = -1.9; C = 15.1; D = -5.5

C[C@@H]1CN([C@H](C)CO)C(=O)c2cccc(NC(=O)Nc3ccc(C(F)(F)F)cc3)c2O[C@@H]1CN(C)Cc1ccc(Cl)c(Cl)c1
  A = -1.5; B = -32.9; C = 90.0; D = ·

C[C@@H]1CCCCO[C@@H](CN(C)C)[C@H](C)CN([C@H](C)CO)C(=O)c2cc(NS(C)(=O)=O)ccc2O1
  A = 3.8; B = 21.0; C = 15.8; D = -0.2

Cc1ccc(S(=O)(=O)N(C)C[C@@H]2OCCCC[C@@H](C)Oc3ccc(NC(=O)CCCN(C)C)cc3C(=O)N([C@H](C)CO)C[C@@H]2C)cc1
  A = 1.4; B = 4.5; C = -35.7; D = ·

O=C(C1CCCC1)N1CC2(C1)[C@@H](c1ccccc1)[C@H](CO)N2C(=O)NC1CCCC1
  A = -0.9; B = 4.0; C = ·; D = 1.6

O=C(Nc1cccc(F)c1)N[C@H]1CC[C@H](CCn2cc(Cc3ccccc3)nn2)O[C@@H]1CO
  A = 3.2; B = 18.9; C = 1.5; D = 3.8

C[C@@H]1CN([C@@H](C)CO)S(=O)(=O)c2ccc(C3=CCCCC3)cc2O[C@H]1CN(C)C(=O)CN(C)C
  A = -0.4; B = -63.8; C = 49.2; D = 0.1

CCC(=O)N1[C@H](CN(C)C(C)=O)[C@@H](c2ccc(-c3cccnc3)cc2)[C@@H]1CO
  A = 1.5; B = -5.3; C = 13.0; D = -0.9

C[C@@H]1CN([C@@H](C)CO)C(=O)c2cc(-c3ccc(F)cc3)cnc2O[C@@H]1CN(C)C(=O)Nc1ccc(F)cc1
  A = 0.3; B = -21.4; C = -42.1; D = 30.2

O=C(C[C@@H]1C=C[C@H](NC(=O)C2CCOCC2)[C@H](CO)O1)Nc1ccccc1
  A = 1.0; B = 17.8; C = ·; D = -2.6

CCCN(C)C[C@H]1OCCCC[C@@H](C)Oc2ccc(NS(=O)(=O)c3ccc(OC)cc3)cc2C(=O)N([C@@H](C)CO)C[C@H]1C
  A = -0.7; B = -87.9*; C = 36.9; D = 2.4

C[C@H]1CN([C@@H](C)CO)C(=O)c2cc(NC(=O)Nc3ccccc3)ccc2O[C@H]1CN(C)C(=O)Nc1cccc2ccccc12
  A = -2.9; B = 10.4; C = 28.7; D = -3.1

CCCNC(=O)Nc1ccc2c(c1)OC[C@H](C)N(Cc1cccnc1)C[C@H](C)[C@H](OC)CN(C)C2=O
  A = -1.1; B = -40.4; C = 11.4; D = ·

C[C@H]1CN([C@@H](C)CO)C(=O)Cc2cc(NS(=O)(=O)c3ccc(F)cc3)ccc2O[C@H]1CN(C)CC1CC1
  A = -0.7; B = 1.7; C = ·; D = -1.4

COCC(=O)N1CCCCN2[C@@H](CO)[C@H](c3ccc(-c4cccc(C)c4)cc3)[C@@H]2C1
  A = -0.7; B = 21.1; C = 0.8; D = -10.1

C[C@H](CO)N1C[C@H](C)[C@H](CN(C)S(=O)(=O)c2ccc(Cl)cc2)Oc2ccc(NC(=O)CCCN(C)C)cc2CC1=O
  A = -0.1; B = -6.1; C = -5.2; D = -3.1

# Grouped by structure: the entries above containing two or more sulfur atoms.
# Abbreviations – A = GASC1 inh; B = Pf Dd2 growth; C = T cruzi growth; D = C diff HTS
Cc1ccc(S(=O)(=O)Nc2ccc3c(c2)C(=O)N([C@@H](C)CO)C[C@H](C)[C@@H](CN(C)S(=O)(=O)c2ccc(F)cc2)O3)cc1
  A = -0.7; B = -33.8; C = -11.5; D = -7.2

COc1ccc(NC(=O)Nc2ccc3c(c2)C(=O)N([C@H](C)CO)C[C@H](C)[C@H](CN(C)S(=O)(=O)c2cccs2)O3)cc1
  A = -1.7; B = -1.9; C = 15.1; D = -5.5

# Following part.
# Abbreviations – A = GASC1 inh; B = Pf Dd2 growth; C = T cruzi growth; D = C diff HTS
N#Cc1cccc(-c2ccc(C3[C@@H]4CN(S(=O)(=O)c5ccc(F)cc5)C[C@H]3N4)cc2)c1 (stereo partly specified)
  A = 34.0*!; B = -72.5&-62.8; C = ·; D = -5.0&19.4

C[C@@H]1CN([C@H](C)CO)C(=O)c2cc(C3=CCCC3)cnc2O[C@@H]1CN(C)C
  A = 1.7; B = 40.3; C = 3.5; D = 1.2

COc1ccc2c3c(n(C)c2c1)[C@H](CO)N(C(=O)Nc1ccc(F)cc1)CC31CN(C(=O)c2ccccc2F)C1
  A = -0.2; B = -71.7; C = ·; D = 0.5

C[C@H](CO)N1C[C@H](C)[C@H](CN(C)Cc2ccc(-c3ccccc3)cc2)Oc2ccc(NC(=O)Nc3ccc(C(F)(F)F)cc3)cc2CC1=O
  A = 0.5; B = -7.7; C = 76.6; D = 6.4

Cc1ccc(S(=O)(=O)N(C)C[C@H]2Oc3ccc(NS(=O)(=O)c4c(C)noc4C)cc3CC(=O)N([C@@H](C)CO)C[C@@H]2C)cc1
  A = 2.1; B = -2.9; C = 15.8; D = 0.8

CCCC(=O)Nc1ccc2c(c1)C(=O)N(C)[C@@H]1CC[C@H](CC(=O)NCCOC)O[C@H]1CO2
  A = 0.2; B = 16.8; C = 15.4; D = -3.0

CCS(=O)(=O)N1CCC2(CC1)CN(Cc1cc(F)ccc1F)[C@H](CO)c1c2c2ccc(OC)cc2n1C
  A = -0.5; B = -78.3; C = ·; D = 0.3

C[C@@H]1CN([C@@H](C)CO)C(=O)Cc2cc(NS(=O)(=O)c3ccc(F)cc3)ccc2O[C@H]1CN(C)C(=O)Nc1cccc2ccccc12
  A = 0.2; B = -5.1; C = ·; D = 1.5

C[C@H](CO)N1C[C@H](C)[C@H](CN(C)C(=O)C2CCC2)Oc2cc(-c3cccnc3)ccc2S1(=O)=O
  A = -0.6; B = -6.6; C = 24.3; D = 2.0

N#Cc1ccc(-c2ccc([C@@H]3[C@@H]4CN(Cc5cocn5)C[C@H]3N4)cc2)cc1
  A = -1.4; B = ?; C = ·; D = 11.1

C[C@@H]1CN([C@@H](C)CO)C(=O)c2cc(NC(=O)c3ccncc3)ccc2O[C@@H]1CN(C)Cc1ccccc1
  A = -1.6; B = 6.3; C = -2.3; D = -4.1

C[C@H]1CN([C@@H](C)CO)C(=O)c2cc(NS(C)(=O)=O)ccc2O[C@@H]1CN(C)Cc1ccc(C(=O)O)cc1
  A = 0.0; B = 32.8; C = -139.0; D = ·

COc1ccc(S(=O)(=O)Nc2ccc3c(c2)C(=O)N([C@H](C)CO)C[C@@H](C)[C@@H](CN(C)Cc2ccncc2)OCCCC[C@@H](C)O3)cc1
  A = 1.0; B = -49.9; C = 67.5; D = 3.0

COCC#Cc1ccc([C@H]2[C@H](CO)N3CCCCN(Cc4cccnc4)C[C@@H]23)cc1
  A = 0.1; B = 6.2; C = 102.2*; D = 1.0

COc1ccc(CN(C)C[C@@H]2OCCCC[C@@H](C)Oc3ccc(NC(=O)Cc4ccccc4)cc3C(=O)N([C@H](C)CO)C[C@H]2C)cc1
  A = -1.4; B = -66.3; C = 53.2; D = -0.4

CCC(=O)N1[C@H](CO)[C@H](c2ccc(-c3ccncc3)cc2)[C@@H]1CN(C)C(C)=O
  A = -0.6; B = 26.7; C = ·; D = 2.2

Cc1noc(C)c1NC(=O)Nc1ccc2c(c1)C(=O)N([C@@H](C)CO)C[C@H](C)[C@@H](CN(C)S(=O)(=O)c1cn(C)cn1)OCCCC[C@H](C)O2
  A = 0.2; B = 10.5; C = 0.3; D = -9.0

Cc1ccc(S(=O)(=O)NCC[C@H]2CC[C@@H](NC(=O)c3cccnc3)[C@@H](CO)O2)cc1
  A = 4.0; B = 13.0; C = -19.6; D = 2.8

Cc1noc(C)c1NC(=O)N(C)C[C@@H]1Oc2ncc(C#CC3CCCC3)cc2C(=O)N([C@H](C)CO)C[C@H]1C
  A = -1.6; B = -0.5; C = 85.6; D = -2.2

CCCNC(=O)N1CC2(CN(Cc3cccc(OC)c3)C2)c2c(n(C)c3cc(OC)ccc23)[C@H]1CO
  A = -1.0; B = -40.7; C = ·; D = 1.0

O=C1CNC[C@H]2[C@H](c3ccc(C4=CCCC4)cc3)[C@H](CO)N12
  A = 0.4; B = -6.3; C = ·; D = 0.9

O=C(C[C@@H]1C[C@@H]2c3cc(NC(=O)c4cccnc4)ccc3O[C@@H]2[C@H](CO)O1)NC1CCCCC1
  A = -0.4; B = 13.1; C = -19.2; D = -16.6

CCCNC(=O)[C@H]1[C@H](CO)[C@H]2Cn3c(ccc(-c4cccc(OC)c4)c3=O)[C@@H]1N2CC
  A = 0.0; B = 8.8; C = ·; D = -1.8

# High-throughput results deposited in PubChem by Broad Institute.
